EPAC2 antag: qHTS for Antagonist of cAMP-regulated guanine nucleotide exchange factor 2 (EPAC2): primary screen; Rap guanine nucleotide exchange factor 4 (Homo sapiens), Q8WZA2; Potency, µM (top dose mostly 114 µM), inactives show top-dose activity, negative = inhibition, usual class: inhibitors; AID 720708, 2013; hit rate 0.18% among 360,000; EPAC2 GEF exchange of Rap1B-BODIPY-GDP, fluorescence; also: potency is read from the fitted curve at half-maximal effect; % is scaled to controls: 0 for no effect and ±100 for the full control effect; nearly all actives have a fitted effect of over 45% in size; many of its hits are not listed in these tables
CCT modulator: High-Throughput Screening for Modulators of Cytosolic Chaperonin Activity | purified chaperonin ATPase assay, HTRF ADP detection, 30 min | activity change, % (no concentration beside the values), hits read low | hit rate 0.3% among 360,000 | AID 651819, 2012; in the data active = activity change below about -30%; also: % is scaled to controls: 0 for no effect and ±100 for the full control effect
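First, chaperonin was dispensed at 40 nM or 20 nM final depending on batch activity. Next, compounds were pinned at 76 uM and ATP added at 10 uM. After 30 min at 37 °C, ADP detection reagents ran 30 min at ambient temperature.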
PLK1 PBD block: qHTS for Inhibitors of PLK1-PDB (polo-like kinase 1 - polo-box domain): Primary Screen; Plk1 PBD binding of FITC phosphopeptide, fluorescence polarization; Potency, µM, inactives show max response, negative = inhibition, usual class: inhibitors; hit rate 2.8% among 360,000; also: potency is read from the fitted curve at half-maximal effect; series mostly up to about 57 µM; % is scaled to controls: 0 for no effect and ±100 for the full control effect; nearly all actives have a fitted effect of over 65% in size
EPAC1 antagonist: qHTS for Antagonist of cAMP-regulated guanine nucleotide exchange factor 3 (EPAC1): primary screen | EPAC1 GEF assay, Rap1b-BODIPY-GDP exchange fluorescence | Potency, µM (titrated, usually from 115 µM), for the others: top-dose activity change, negative = inhibition, actives largely listed as inhibitors | hit rate 0.14% among 360,000 | AID 720709, 2013;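 also: potency is read from the fitted curve at half-maximal effect; plate controls were vehicle for no effect and positive control for full effect; nearly all actives have a fitted effect of over 50% in size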
MmCpn inh: Inhibitors of TCP-1 ring complex (TRiC) of Methanococcus maripaludis (MmCpn): qHTS; Potency, µM (highest dose often 76.9 µM), for the others: at the highest dose activity, negative = inhibition, hits mostly inhibitors; Chaperonin Mm-Cpn (Methanococcus maripaludis); hit rate 0.031% among 330,000; purified Mm-Cpn ATPase, ADP Transcreener TR-FRET; also: potency is read from the fitted curve at half-maximal effect; % is scaled to controls: 0 for no effect and ±100 for the full control effect; nearly all actives have a fitted effect of over 80% in size
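Measured: ADP formation by purified Mm-CPN. Conditions: 25 nM protein, 10 uM ATP, Tris pH 7.4 with Mg2+, K+ and DTT, 37°C for 30 min. Detection: Transcreener HTRF after 30 min at room temperature.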
WRN helicase inh: qHTS for Inhibitors of WRN Helicase | Bifunctional 3'-5' exonuclease/ATP-dependent helicase WRN (Homo sapiens), Q14191 | WRN helicase unwinding, fluorescent forked duplex, kinetic | Potency, µM (titrated, usually from 114 µM), for inactives: at the highest dose activity change, negative = inhibition, actives largely listed as inhibitors | hit rate 0.46% among 360,000 | AID 651768, 2012; also: potency is read from the fitted curve at half-maximal effect; % is scaled to controls: 0 for no effect and ±100 for the full control effect; nearly all actives have a fitted effect of over 55% in size
Target sequence (Q14191 whole entry, looked up): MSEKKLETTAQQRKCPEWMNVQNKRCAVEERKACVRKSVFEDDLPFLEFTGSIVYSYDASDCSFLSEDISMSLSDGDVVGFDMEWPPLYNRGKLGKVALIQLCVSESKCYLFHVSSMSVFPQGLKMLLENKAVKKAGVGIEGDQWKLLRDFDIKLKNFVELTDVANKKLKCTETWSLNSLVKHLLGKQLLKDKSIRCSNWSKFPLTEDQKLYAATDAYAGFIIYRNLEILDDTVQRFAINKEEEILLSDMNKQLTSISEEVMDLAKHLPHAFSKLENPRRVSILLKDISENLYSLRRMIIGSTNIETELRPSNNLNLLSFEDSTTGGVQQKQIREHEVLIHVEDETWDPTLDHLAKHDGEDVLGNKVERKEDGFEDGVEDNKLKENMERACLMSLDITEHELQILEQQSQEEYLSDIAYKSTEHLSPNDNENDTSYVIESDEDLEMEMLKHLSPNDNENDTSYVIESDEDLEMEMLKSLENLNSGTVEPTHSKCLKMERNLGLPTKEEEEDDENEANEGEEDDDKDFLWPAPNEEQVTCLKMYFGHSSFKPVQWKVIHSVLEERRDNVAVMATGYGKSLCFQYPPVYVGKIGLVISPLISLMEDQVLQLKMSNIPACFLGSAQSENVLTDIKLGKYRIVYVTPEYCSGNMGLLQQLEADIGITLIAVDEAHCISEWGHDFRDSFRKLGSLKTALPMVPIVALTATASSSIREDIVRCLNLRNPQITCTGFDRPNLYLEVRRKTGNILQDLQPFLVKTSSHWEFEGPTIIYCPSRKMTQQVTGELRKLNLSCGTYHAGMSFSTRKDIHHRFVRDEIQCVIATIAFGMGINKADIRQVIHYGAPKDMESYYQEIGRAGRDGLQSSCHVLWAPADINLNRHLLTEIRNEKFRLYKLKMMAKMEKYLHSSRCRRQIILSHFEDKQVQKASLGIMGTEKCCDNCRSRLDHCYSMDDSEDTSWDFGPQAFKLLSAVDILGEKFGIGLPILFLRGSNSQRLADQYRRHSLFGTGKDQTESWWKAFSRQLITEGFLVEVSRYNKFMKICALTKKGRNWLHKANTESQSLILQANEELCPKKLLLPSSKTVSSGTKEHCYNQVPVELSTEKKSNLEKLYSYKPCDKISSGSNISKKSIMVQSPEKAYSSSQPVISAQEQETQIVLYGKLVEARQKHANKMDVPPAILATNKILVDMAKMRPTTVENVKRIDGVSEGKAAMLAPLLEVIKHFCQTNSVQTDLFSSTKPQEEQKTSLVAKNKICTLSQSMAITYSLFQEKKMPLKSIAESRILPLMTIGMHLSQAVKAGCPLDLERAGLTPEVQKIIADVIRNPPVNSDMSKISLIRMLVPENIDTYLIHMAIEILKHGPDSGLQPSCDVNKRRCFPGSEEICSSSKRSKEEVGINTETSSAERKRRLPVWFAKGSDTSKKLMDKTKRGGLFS
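Enzyme (20 nM final) and test compound sit together 15 min at room temperature before substrate addition. Substrate is a single-forked duplex oligonucleotide (100 nM) labelled with fluorophore and quencher, with 2 mM ATP; helicase unwinding raises red fluorescence, read kinetically.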
PI5P4Ka inh: qHTS for Inhibitors of phosphatidylinositol 5-phosphate 4-kinase (PI5P4K); Phosphatidylinositol 5-phosphate 4-kinase type-2 alpha (Homo sapiens), P48426; PI5P4Kalpha enzyme, ADP-Glo luminescence, 60 min; stronger effect = lower value; max response, %; hit rate 1.2% among 330,000; active = max response of -50% or lower; inconclusive = between -30% and -50%; inactive = -30% or higher; also: value at the top dose of about 77 µM; % is scaled to controls: 0 for no effect and ±100 for the full control effect
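Quantitative HTS of the MLSMR library against PI5P4Kalpha with substrate. ATP added last at 5 microM final; room temperature, 60 minutes. Remaining ATP depleted, ADP converted and read as luminescence.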
EPAC1 agonist: qHTS for Agonist of cAMP-regulated guanine nucleotide exchange factor 3 (EPAC1): primary screen. Rap guanine nucleotide exchange factor 3 (Homo sapiens), O95398. hit rate 0.073% among 360,000. EPAC1 agonist qHTS, biochemical assay; response scale: 100% = response to 6.5 mM cAMP. Potency, µM (doses to about 154 µM), for the others: at the highest dose activation, actives largely listed as activators; also: potency is read from the fitted curve at half-maximal effect; nearly all actives have a fitted effect of over 60% in size
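Compounds were pinned as a concentration titration into mixtures of EPAC1 (100 nM), BODIPY-GDP-loaded Rap1B (250 nM) and GDP (50 uM). After 5 min at room temperature, fluorescence was followed for 30 min; activity was scaled to 6.5 mM cAMP.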
An asterisk follows results filed as active; ? = inconclusive; / = no result given; [ ] = remark or other dose. Unless noted, calls follow the shape of the dose curve; as a rule, active = well fitted curve in the direction sought with a large enough effect; inconclusive = small, poorly fitted or top-dose-only effect, or another doubt; inactive = no such curve, though single readings can be large; an effect the other way counts as inactive or inconclusive. This is a subset; rates above refer to the full screens.

SMILES	EPAC2 antag	CCT modulator	PLK1 PBD block	EPAC1 antagonist	MmCpn inh	WRN helicase inh	PI5P4Ka inh	EPAC1 agonist
CCCCN(CC)CCCNC(=O)c1ccc(CS(=O)(=O)c2ccccc2C)o1	2%	7.5	5%	-19%	0%	6%	-1	-9%
O=C(NN1CCOCC1)c1cccc(COc2cccc(Br)c2)c1	?	2.9	?	-23%	0%	-1%	-4	9%
CCCCNc1cc(C(=O)O)cc(S(N)(=O)=O)c1Oc1ccccc1	-8%	0.3	-6%	10%	2%	11%	5	-12%
NC(=O)c1oc2ccccc2c1NC(=O)c1ccc(F)cc1	1%	-5.7	-8%	11%	-3%	-4%	4	-2%
CC1=C(C(=O)N2CCCCC2)C2(CCC(C)CC2)OC1=O (centres undefined)	-1%	0.0	-5%	13%	0%	-4%	5	3%
CCOC(=O)c1cn(C2CC2)c2c(F)c(NCCCN(C)C)c(F)cc2c1=O	-1%	0.9	4%	-10%	/	-3%	0	3%
Cc1nn(-c2ccccc2)c(C)c1NC(=O)COC(=O)c1ccc(S(=O)(=O)C(F)F)cc1	-4%	-1.8	-1%	8%	0%	-8%	-3	-1%
Cc1nn(Cc2c(Cl)cccc2Cl)c(C)c1NC(=O)c1cnn2c(C(F)F)cc(-c3ccccc3)nc12	7%	-7.0	-7%	9%	1%	-2%	0	-2%
O=S(=O)(NCC1CCCO1)c1ccc(S(=O)(=O)N(Cc2ccc(F)cc2)Cc2ccco2)cc1 (centres undefined)	7%	-0.7	-13%	-8%	1%	-2%	9	-6%
CCOc1ccc(-c2nn[nH]n2)cc1OCC	-6%	-0.8	3%	1%	2%	-7%	-14	-3%
CCOC(=O)CC1(C)Oc2ccccc2N1S(=O)(=O)c1ccc(C)cc1 (centres undefined)	-26%	/	-2%	-15%	/	1%	7	4%
O=C(NN=Cc1ccc([N+](=O)[O-])cc1)c1ccncc1	11%	-0.9	-4%	15%	/	-7%	-1	-6%
O=[N+]([O-])c1cccnc1N1CCOCC1	6%	-1.4	-3%	6%	2%	-1%	/	-14%
Cc1ccc(S(=O)(=O)N2CCC[C@H]2C(=O)OCC(=O)Nc2ccc3c(c2)OCO3)cc1	-14%	-1.3	7%	4%	-2%	-5%	8	12%
CC1(C(=O)NS(=O)(=O)c2cccc(Cl)c2)CCN1C(=O)C1(c2ccccc2)CC1 (centres undefined)	-10%	-1.5	-1%	-11%	/	3%[57.1 µM]	-3	-7%
Cc1cccc(C)c1N1C(=O)[C@@H]2C(c3ccccc3Cl)=NO[C@@H]2C1=O	-8%	-0.3	-8%	-2%	-1%	-25%	-2	-4%
Cc1oc(C(=O)O)cc1COc1ccc2c(C)cc(=O)oc2c1	-1%	-0.2	-9%	9%	-6%	-10%	-4	4%
Cc1ccc(C)c(OCC(=O)Nc2cc(C(=O)O)cc(C(=O)O)c2)c1	-17%	1.5	-5%	-7%	2%	-7%	-3	-1%
CCOC(=O)c1c(NC(=O)CN2C(=O)c3ccccc3C2=O)sc(Cc2ccc3c(c2)OCO3)c1C	13%	-0.2	-5%	-3%	0%	0%	-7	-4%
O=C(Nc1ccccc1C(=O)N1CCOCC1)c1ccco1	10%	-2.1	-5%	-9%	0%	2%	0	3%
COc1ccccc1Cc1c(-c2ccc(OC)c(OC)c2)nc2c(Cl)cc(C(F)(F)F)cn12	-7%	-0.8	6%	-5%	/	-6%	20	5%
COC(=O)CSc1nnc(CNC(=O)c2ccc(OC)cc2OC)n1C	11%	0.4	-6%	1%	0%	2%	/	1%
O=P(c1cccs1)(c1cccs1)c1cccs1	-3%	-2.3	-7%	1%	2%	1%	/	6%
O=C(N/N=C/c1cc(Cl)ccc1O)c1ccc(Br)cc1	0%	0.5	-8%	-25%	-1%	0%[57.1 µM]	-15	0%
COc1ccc(C2=NN(C(=O)c3ccccc3)C(c3ccc(OC)c(OC)c3)C2)cc1OC (centres undefined)	-6%	1.4	-6%	-20%	-1%	-7%	7	0%
CC(C)NC(=O)NC(=O)COc1ncnc2sccc12	0%	-0.2	27µM*	1%	0%	9%	-22	6%
CCCCCCCCCCCC(=O)NC(C(=O)O)C(O)c1ccccc1 (centres undefined)	-28%	0.5	?	-10%	-2%	-23%	59	-22%
COC(=O)c1ccc(CSCc2ccc(C(=O)OC)o2)o1	11%	-1.3	-29%	?	3%	-9%	11	6%
COC(=O)Cn1c(CN2CCC(Cc3ccccc3)CC2)nc2c1c(=O)n(C)c(=O)n2C	-3%	-4.2	-4%	-12%	-2%	-8%[57.1 µM]	/	5%
COc1ccc(C2CC(c3ccccc3)=NN2C(=O)CN2CCN(Cc3ccccc3)CC2)cc1 (centres undefined)	-24%	1.4	-5%	-6%	1%	-8%	-4	-1%
CCOC(=O)[C@]12CCCC=C1N(CCC1=CCCCC1)C(=O)[C@H](CC(=O)NCCC(C)C)C2	-8%	/	0%	-16%	/	-3%	-2	-9%
O=C(c1cc(C2CC2)nn1-c1ccccc1)N1CCN(c2ccccn2)CC1	-10%	0.2	-11%	-6%	2%	-11%	3	2%
CCc1ccc(NC(=O)CS(=O)CC(=O)NCCCc2ccccc2)cc1 (centres undefined)	10%	3.6	-4%	6%	-2%	-21%[57.1 µM]	/	3%
Cc1c(-c2ccn[nH]2)cc(NC(=O)c2ccc(Cl)cc2)c(=O)n1N	-1%	0.5	-5%	-15%	1%	6%[57.1 µM]	-7	1%
c1ccc(CSc2ccc(-c3cccnc3)nn2)cc1	-7%	-0.4	-2%	-22%	-9%	-2%[57.1 µM]	-3	-4%
Cc1ccccc1Oc1ccc2c(c1)[C@@H]1C[C@H](N(C)C(=O)Nc3cc(Cl)cc(Cl)c3)[C@H]([C@H](C)O)C(=O)N1CC2	2%	-1.8	-4%	1%	/	-3%	24	6%
Cc1ccc2cc(COC(=O)c3cccc([N+](=O)[O-])c3)c(=O)[nH]c2c1	4%	0.5	3%	9%	-2%	1%	-5	-2%
COc1cc(C(=O)C(=O)N2CCN(c3ccccc3)CC2)cc(OC)c1OC	9%	/	-2%	13%	/	5%	-7	-14%
O=c1cc(-c2ccccc2)c2ccc(O)cc2o1	-28%	1.1	-21%	-18%	/	-5%	1	-1%
CCC(=O)NC(NC(=O)CC)C(Cl)Cl	-5%	-4.7	1%	2%	1%	0%	/	5%
CCOC(=O)NCC(C)(C)CNC(=O)OCC	8%	0.5	-1%	7%	-4%	4%	/	1%
Cn1ccnc1C(=O)c1cc(SCC(=O)NC2CC2)nc2ccccc12	-2%	0.7	0%	3%	-1%	-5%	-2	-10%
CC1(C(=O)NCc2ccccc2)CSCC(=O)N1C1CCN(Cc2ccccc2)CC1 (centres undefined)	-16%	/	0%	-17%	/	-5%	6	3%
Cc1ccc(S(=O)(=O)N2CCC(C(=O)NCCN3CCCCCC3)CC2)cc1	0%	-1.2	-13%	8%	3%	-17%	/	-5%
COc1ccc(/C=N/NC(=O)c2ccc3nc[nH]c3c2)cc1	-6%	0.8	-1%	-6%	1%	-15%	1	6%
Oc1ccc(/C=N/Nc2ncc(Cl)cc2Cl)cc1	4%	-3.7	-8%	-22%	0%	-4%	-6	-4%
CCc1cc(/C(Cc2ccc3ccccc3n2)=N\O)c(O)cc1O	-6%	0.3	-9%	-16%	-2%	-18%	1	6%
CC(=O)c1cnc(-c2ccccc2Cl)s1	-14%	-2.1	-6%	-4%	-7%	-1%	-2	13%
C/C(=N\NC(=O)c1cccnc1)c1ccc(-c2ccccc2)cc1	0%	-3.6	-9%	-7%	2%	-4%	-1	6%
COc1cc(C(O)c2nc(-c3ccccc3C)cs2)ccc1F (centres undefined)	-18%	-0.4	-12%	-20%	/	4%[57.1 µM]	7	-5%
Cc1cccc(-n2c(SCC(=O)NCC3CCCO3)nc3ccccc3c2=O)c1C (centres undefined)	2%	-0.5	3%	-2%	1%	8%	-1	1%
CCn1c(SCC(=O)Nc2ccccc2OC)nnc1-c1cnccn1	0%	-2.0	-9%	-3%	0%	3%	-2	6%
CCc1ccc(NC(=O)COC(=O)/C(=C/c2ccccc2OC)c2ccccc2)cc1	-5%	-1.3	3%	-19%	-3%	-23%[57.1 µM]	1	5%
CCOc1ccccc1N(CC(=O)N1CCCC1)S(C)(=O)=O	11%	-1.1	6%	-11%	-1%	1%	-1	-1%
CCOc1ccc(CNS(=O)(=O)c2ccc(-c3ccc(=O)[nH]n3)o2)cc1OC	-5%	-0.3	-22%	-30%	1%	2%[57.1 µM]	0	-6%
CC(C)Cc1nnc(NC(=O)CCC(=O)N2CCN(S(=O)(=O)c3ccccc3)CC2)s1	-4%	1.5	-11%	-7%	0%	5%	-2	1%
O=C1NC2(CCCCC2)C(=O)N1CCN1C(=O)c2ccccc2C1=O	2%	1.1	-9%	1%	0%	2%	0	-5%
O=c1c2cc(Cl)ccc2[nH]c(=S)n1Cc1ccccn1	-13%	-0.7	-28%	?	-20%	0%	0	-18%
COC(=O)CC1=C(C(=O)OC)C(c2ccncc2)C(C#N)=C(N)O1 (centres undefined)	1%	-1.2	-2%	7%	-10%	3%	9	-9%
CC(=O)Nc1ccc(NC(=O)N2CCCCC2)cc1	1%	1.8	-5%	-12%	2%	1%	-2	0%
Cc1cc(C)c(-n2nnnc2SCC(=O)c2cccs2)c(C)c1	-2%	0.3	2%	-3%	-2%	-9%	9	5%

Quoted at random: 2 records from the list
SMILES	EPAC2 antag	CCT modulator	PLK1 PBD block	EPAC1 antagonist	MmCpn inh	WRN helicase inh	PI5P4Ka inh	EPAC1 agonist
CCOc1ccc(CNS(=O)(=O)c2ccc(-c3ccc(=O)[nH]n3)o2)cc1OC	-5%	-0.3	-22%	-30%	1%	2%[57.1 µM]	0	-6%
CC(=O)Nc1ccc(NC(=O)N2CCCCC2)cc1	1%	1.8	-5%	-12%	2%	1%	-2	0%

Screens as filed in PubChem.
